KKLEB cytotox: counter-screen for CF NF-kB inhibitors: cytotoxicity. KKLEB CF airway cells viability, ATPlite luminescence, overnight; active compounds read low; cells stimulated with P. aeruginosa culture filtrate. activity change (cytotoxicity), % at 5 µM. AID 602141. 0.36% of 360,000 active;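 active = corrected activity change at or below -50% at 5 µM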
CaV13 ICDI inh: Disruptors of the CACNA1D IQ motif to Ca2+-dependent inactivation inhibitor domain association, primary screening, Förster resonance energy transfer in intact living …; HEK cells, CFP/YFP FRET ICDI-IQ, plate reader, 10 min; percent FRET-ratio fall versus neutral wells; 0.098% of 340,000 active; inhibition, % at 12.3 µM;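 active = mean replicate inhibition of at least 30% and at least 1% of replicates passing that level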;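 also: 0% = median of the neutral control wells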
CF NFkB block: blocks PAF-induced NF-kB reporter in cystic fibrosis cells; KKLEB NF-kB-GFP reporter, GFP fluorescence overnight; inhibition, % at 5 µM; 0.86% of 360,000 active;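 active = at least 50% inhibition at 5 µM, scaled per plate between neutral and stimulator controls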;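 also: PAF is a Pseudomonas aeruginosa culture filtrate used as stimulus; plate controls were PAF-stimulated DMSO wells for no effect and unstimulated DMSO wells for full effect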
Shn3 3UTR inh: inhibitors of Schnurri-3 3'UTR reporter in osteoblasts | Clone20 osteoblast Shn3 3'UTR firefly luciferase, 24 h | inhibition, % at 12.5 µM | 0.52% of 360,000 active;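 active = mean inhibition of at least 75% with every replicate also reaching 75%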;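 also: 0% = median of neutral control wells and 100% = pilot-screen positive control compound; some compounds past the cut are filed as inactive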
Peg3 promoter: Peg3 promoter activity inhibition | HeLa PEG-Prom luciferase reporter, luminescence, overnight | 1.7% of 360,000 active | inhibition, % at 20 µM;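 active = inhibition of at least 50% at 20 µM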
NR2E3 ag-1: agonists of human nuclear receptor NR2E3. Q9Y5X4. GST-NR2E3/biotin-RetCOR TR-FRET, 1536-well. inhibition of corepressor binding, % at 4.78 µM. 0.12% of 320,000 active. AID 2300;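 active = percent inhibition above the cutoff of mean plus 3 SD of all tested compounds, set per screening campaign, cut at about 20% in these data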;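 also: 0% = DMSO wells and 100% = biotin wells as full block of FRET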
Target sequence (Q9Y5X4 whole entry, looked up): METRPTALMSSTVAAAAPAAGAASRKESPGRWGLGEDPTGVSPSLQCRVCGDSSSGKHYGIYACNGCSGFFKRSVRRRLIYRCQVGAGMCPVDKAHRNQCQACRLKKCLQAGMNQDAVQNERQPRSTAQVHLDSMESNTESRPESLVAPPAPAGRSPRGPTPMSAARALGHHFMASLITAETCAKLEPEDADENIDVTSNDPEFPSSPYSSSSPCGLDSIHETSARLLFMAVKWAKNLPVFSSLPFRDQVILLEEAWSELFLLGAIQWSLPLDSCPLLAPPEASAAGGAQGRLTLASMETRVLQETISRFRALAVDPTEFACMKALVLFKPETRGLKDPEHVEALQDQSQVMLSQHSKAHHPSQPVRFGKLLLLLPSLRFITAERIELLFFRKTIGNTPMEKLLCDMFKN
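Format: 1536-well format; test system: GST-NR2E3 and biotin-RetCOR proteins; read-out basis: percent inhibition of TR-FRET ratio; timing: 5 h incubation at 4 °C; detection: time-resolved FRET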
HIF-2a inh: inhibitors of HIF-2a. 786-0 RCC cells HIF-2a reporter, luciferase luminescence, overnight. inhibition, % at 18.8 µM. 0.72% of 360,000 active;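 active = inhibition of the luminescence signal of 40% or more relative to plate controls, in a single-dose primary screen at 18.75 µM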
PDI inh: inhibitors of human protein disulfide isomerase; P07237; PDI insulin aggregation turbidity, A650, 90 min; inhibition, % at 10 µM; 0.052% of 350,000 active; AID 588391;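 active = mean inhibition across replicates of 30% or more, whatever share of single replicates reach that level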;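 also: absorbance from insulin aggregation driven by PDI reduction with DTT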
Target sequence (P07237 whole entry, looked up): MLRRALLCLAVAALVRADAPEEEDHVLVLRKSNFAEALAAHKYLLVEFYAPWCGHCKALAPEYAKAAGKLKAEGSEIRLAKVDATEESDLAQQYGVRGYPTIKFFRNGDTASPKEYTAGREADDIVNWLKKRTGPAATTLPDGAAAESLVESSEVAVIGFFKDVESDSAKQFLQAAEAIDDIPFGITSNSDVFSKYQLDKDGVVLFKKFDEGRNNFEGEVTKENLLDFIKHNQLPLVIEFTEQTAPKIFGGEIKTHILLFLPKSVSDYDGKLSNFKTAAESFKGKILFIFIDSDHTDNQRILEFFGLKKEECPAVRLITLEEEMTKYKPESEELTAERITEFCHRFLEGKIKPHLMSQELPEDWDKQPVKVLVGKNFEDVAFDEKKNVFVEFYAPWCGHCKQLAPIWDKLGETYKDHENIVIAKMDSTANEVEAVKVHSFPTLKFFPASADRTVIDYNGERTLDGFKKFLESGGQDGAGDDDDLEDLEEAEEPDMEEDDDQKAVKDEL
NR2E3 ag-2: human photoreceptor-specific nuclear receptor agonism; Q9Y5X4; CHO-S Gal4-NCOR/VP16-NR2E3 two-hybrid, luciferase; inhibition of corepressor binding, % at 3.98 µM; 0.35% of 360,000 active; AID 602229;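 active = inhibition above the mean of all tested compounds plus 3 SD, cut at about 70% in these data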;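 also: 0% = DMSO with NR2E3 transfected cells and 100% = cells lacking NR2E3 construct; higher means lower luciferase signal from less NR2E3 corepressor binding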
TRPM1 prom inh: reduces MITF-dependent TRPM1 promoter luciferase signal; SK-MEL-5 TRPM1 promoter luciferase, 24 h; 0.83% of 330,000 active; inhibition, % at 12.5 µM;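 active = mean inhibition across replicates of 60% or more, whatever share of single replicates reaches that level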; also: values of inactives mirror those of a sister screen read the other way
Vif inh: blocks HIV Vif function | 0.35% of 340,000 active | HEK293T cells, Vif self-association by quenched fluorescence, imaging, 24 h | AID 602346 | inhibition, % at 7.49 µM; in the data active = inhibition above about 50%, passing the limit was not always enough; also: some results filed as inactive read as strong as hits
* hit, by the source's call; . = not tested or not shown.

1	CC(C)(C)NC(=O)C1CCN(C(=O)c2ccc(-c3ccccc3)cc2)CC1
2	Cc1ccsc1CN(C)C(=O)CN1C(=O)NC2(CCCc3ccccc32)C1=O (configuration not stated)
3	O=C(NN1C(=O)c2ccccc2NC1c1ccccn1)c1ccccc1 (configuration not stated)
4	CC(Sc1nnc(C(F)(F)F)n1C)C(=O)NC(N)=O (configuration not stated)
5	CCOc1ccccc1NC(=O)CN1C(=O)COc2ccc(Cl)cc21
6	COc1cccc(C2CC(C(F)(F)F)n3ncc(C(=O)NC(C)(C)C)c3N2)c1 (configuration not stated)
7	COCC(=O)Nc1ccccc1Br
8	CC(C)NC(=O)c1cc(C2CCCCN2C(=O)c2cc(C(C)(C)C)nn2C)on1 (configuration not stated)

| Assay by compound | 1 | 2 | 3 | 4 | 5 | 6 | 7 | 8 |
| --- | --- | --- | --- | --- | --- | --- | --- | --- |
| KKLEB cytotox | 1 | 14 | 14 | 10 | 1 | 3 | 6 | 3 |
| CaV13 ICDI inh | . | -5 | -4 | -5 | 2 | -4 | -4 | -5 |
| CF NFkB block | 2 | -18 | -5 | -1 | 6 | 6 | 13 | -22 |
| Shn3 3UTR inh | 11 | 8 | 9 | -11 | 1 | 2 | -54 | 64 |
| Peg3 promoter | 7 | 12 | -8 | 4 | -2 | 27 | -5 | -36 |
| NR2E3 ag-1 | -1 | 1 | -2 | 0 | 2 | 1 | 0 | . |
| HIF-2a inh | -1 | -6 | -5 | 8 | 5 | 7 | -20 | 23 |
| PDI inh | -1 | -2 | 1 | 6 | . | -3 | -1 | 6 |
| NR2E3 ag-2 | 1 | -6 | -30 | -10 | 21 | 0 | 0 | 23 |
| TRPM1 prom inh | 13 | 12 | -2 | -1 | -6 | 10 | 13 | . |
| Vif inh | -1 | 18 | -7 | 4 | 8 | 5 | 5 | 7 |

9	CCc1ccc(NC(=O)C2CCCN2S(=O)(=O)c2ccc3c(c2)C(C)(C)C(=O)N3C)cc1 (configuration not stated)
10	O=C(NCC(c1ccco1)N1CCCC1)c1cccc(S(=O)(=O)Nc2ccc(Br)cc2)c1 (configuration not stated)
11	Cn1nnc(NC(=O)c2ccc3ccccc3c2)n1
12	O=C(CSc1nnc(CNC(=O)c2ccccc2)o1)NCc1ccccc1Cl
13	Cn1c(=O)c2c(nc(CN3CCN(Cc4ccccc4)CC3)n2CCN2CCOCC2)n(C)c1=O
14	Cc1ccc(S(=O)(=O)Oc2cccc(/C=N/n3cnnc3)c2)cc1
15	CC(C)OCCCn1c(-c2ccc(Br)cc2)c[nH]c1=S
16	CCc1ccccc1NC(=O)CN1CCN(CC(=O)Nc2ccc(-c3ccccc3)cc2)CC1

| Assay by compound | 9 | 10 | 11 | 12 | 13 | 14 | 15 | 16 |
| --- | --- | --- | --- | --- | --- | --- | --- | --- |
| KKLEB cytotox | 5 | 7 | -2 | 18 | -7 | 0 | 4 | 2 |
| CaV13 ICDI inh | -1 | -6 | . | -9 | -6 | -5 | -1 | -3 |
| CF NFkB block | -19 | 10 | -4 | -18 | 4 | -15 | -12 | -15 |
| Shn3 3UTR inh | -5 | 24 | -55 | 3 | -71 | -13 | 12 | 8 |
| Peg3 promoter | -6 | 4 | -106 | 3 | -2 | -1 | 10 | 5 |
| NR2E3 ag-1 | -1 | 0 | -1 | -3 | 1 | -2 | -5 | -1 |
| HIF-2a inh | 1 | 8 | -124 | 11 | 16 | -25 | 14 | 9 |
| PDI inh | . | 9 | -8 | 6 | 7 | 1 | 0 | 11 |
| NR2E3 ag-2 | -3 | 5 | -26 | -25 | 15 | -6 | -22 | 2 |
| TRPM1 prom inh | 4 | 4 | -24 | -1 | -1 | -12 | 1 | 7 |
| Vif inh | 1 | -6 | 5 | -7 | -5 | 6 | 4 | -6 |

17	CSc1nsc(SCC(=O)Nc2ccc(F)cc2F)n1
18	CC1(C)Cc2c(sc3c2c(=O)n(-c2ccc(Cl)cc2)c(=O)n3CC(N)=O)CO1
19	CCc1ccccc1NC(=O)CSc1nnc(CCNC(=O)OC(C)(C)C)o1
20	O=C(NCCc1ccc(F)cc1)c1coc(=O)c(Br)c1
21	Cc1ccc(S(=O)(=O)N(CC(O)CN2CCCCC2)c2cccc([N+](=O)[O-])c2)cc1 (configuration not stated)
22	O=C(O)CCC(=O)Nc1ccc(C(=O)N2CCCCC2)cc1
23	CCOc1ccc(NC(=O)[C@@H]2CCCN2C(=O)c2cccs2)cc1S(=O)(=O)N1CCOCC1
24	CCC1Oc2ccccc2N(CC(=O)NCCCN2CCCCC2C)C1=O (configuration not stated)

| Assay by compound | 17 | 18 | 19 | 20 | 21 | 22 | 23 | 24 |
| --- | --- | --- | --- | --- | --- | --- | --- | --- |
| KKLEB cytotox | -1 | -2 | 4 | 18 | -9 | 12 | 32 | 3 |
| CaV13 ICDI inh | -4 | 4 | -3 | -21 | -4 | -4 | -4 | . |
| CF NFkB block | 4 | 2 | 8 | 81* | 10 | -2 | -6 | -7 |
| Shn3 3UTR inh | -61 | -7 | 8 | -11 | 2 | -24 | -3 | -4 |
| Peg3 promoter | -320 | 2 | 8 | 48 | -3 | -1 | 3 | 17 |
| NR2E3 ag-1 | -1 | 0 | 0 | 0 | -2 | 3 | 3 | 3 |
| HIF-2a inh | -224 | 17 | 7 | 13 | 8 | 1 | 8 | 12 |
| PDI inh | 0 | 9 | -5 | -2 | -10 | -2 | 1 | 12 |
| NR2E3 ag-2 | -21 | 10 | -5 | 8 | -9 | -21 | 5 | -15 |
| TRPM1 prom inh | -31 | 10 | 9 | 16 | -8 | 4 | 6 | 9 |
| Vif inh | 1 | 1 | -4 | 22 | -3 | 3 | -6 | 3 |

25	CN1CCN(Cc2nc(Cc3cccc(F)c3)no2)CC1c1ccccc1 (configuration not stated)
26	CCOc1ccc(NC(=O)CN(C)C(=O)CCCc2nc3ccccc3c(=O)[nH]2)cc1OCC
27	O=C(COC(=O)c1ccccc1Cl)Nc1cccnc1Cl
28	COC(=O)/C(=C/c1cn(C(C)=O)c2ccccc12)[N+](=O)[O-]
29	Cc1ccn2c(=O)nc(SCC(=O)N3CCN(c4ccccc4)CC3)nc2c1
30	Cc1sc2ncnc(Sc3ccccc3C(=O)Nc3ccc(Br)cc3)c2c1C
31	NC(=O)c1ccccc1NC(=O)Nc1cccc(Cl)c1
32	O=C(COc1ccccc1)Nn1cnc2ccccc21

| Assay by compound | 25 | 26 | 27 | 28 | 29 | 30 | 31 | 32 |
| --- | --- | --- | --- | --- | --- | --- | --- | --- |
| KKLEB cytotox | 2 | -6 | 7 | 6 | 9 | 11 | -2 | 0 |
| CaV13 ICDI inh | 2 | -1 | -4 | -5 | -5 | -3 | -8 | -10 |
| CF NFkB block | 4 | 6 | 16 | -2 | -9 | -6 | 10 | -1 |
| Shn3 3UTR inh | 12 | 59 | -4 | -2 | 9 | 4 | 0 | -24 |
| Peg3 promoter | 9 | 20 | -4 | 15 | 8 | -30 | 4 | -1 |
| NR2E3 ag-1 | 2 | -4 | -1 | . | 0 | 0 | 3 | 0 |
| HIF-2a inh | 12 | 7 | 2 | 10 | 5 | -52 | -41 | -24 |
| PDI inh | -3 | 0 | 2 | -5 | 0 | 0 | -1 | -4 |
| NR2E3 ag-2 | 15 | -5 | -7 | 12 | -7 | -29 | -30 | 17 |
| TRPM1 prom inh | 2 | 9 | -16 | . | 0 | -9 | -22 | 2 |
| Vif inh | 3 | . | . | -4 | 13 | -6 | 0 | -3 |

33	N#Cc1c(N)nc(SCc2ccccc2)c(C#N)c1-c1ccco1
34	Cc1cc(OCC(=O)NCCc2ccc(S(N)(=O)=O)cc2)c2c(C)cc(=O)oc2c1
35	O=C(NN1CC(C(=O)OCc2ccc(Cl)cc2Cl)CC1=O)c1ccccc1 (configuration not stated)
36	COCCCNC(=O)CCc1nc(-c2ccccc2)no1
37	COc1ccc(CCNC(=O)c2ccc(OC)c(OC)c2)cc1OC
38	CC1CCCN(C(=O)c2cc3c(-c4ccc(Cl)cc4)nn(C)c3s2)C1 (configuration not stated)
39	O=C(Nc1ccnn1C1CCN(C(=O)c2cc(Cl)ccc2F)CC1)C1CCOC1 (configuration not stated)
40	CC(C)CCN1CCN(Cc2cn[nH]c2C2CCCCC2)CC1CCO (configuration not stated)
41	O=C(OCC(=O)N1CCN(C(=O)c2ccco2)CC1)c1sc2ccccc2c1Cl
42	Cc1cscc1-c1ccc(C(=O)Nc2c(C)cccc2C)o1
43	COc1ccc(CN2CCOCCOCCOCCOCC2)cc1

| Assay by compound | 33 | 34 | 35 | 36 | 37 | 38 | 39 | 40 | 41 | 42 | 43 |
| --- | --- | --- | --- | --- | --- | --- | --- | --- | --- | --- | --- |
| KKLEB cytotox | -8 | 4 | -4 | 4 | -12 | -7 | 8 | -10 | 16 | -17 | 1 |
| CaV13 ICDI inh | -8 | -7 | . | . | -2 | 6 | -7 | -18 | -8 | -5 | 6 |
| CF NFkB block | -12 | -12 | -14 | 2 | -5 | -13 | 2 | 16 | -13 | -7 | 0 |
| Shn3 3UTR inh | -5 | -12 | -3 | 0 | 27 | 22 | 4 | 2 | 7 | -9 | -20 |
| Peg3 promoter | 34 | -9 | 8 | -6 | 4 | 6 | -4 | 9 | -2 | 6 | 9 |
| NR2E3 ag-1 | -1 | -2 | . | -1 | 1 | 0 | 1 | 3 | 4 | . | -1 |
| HIF-2a inh | -12 | 6 | 17 | -15 | 13 | 9 | -1 | 9 | 12 | -32 | 21 |
| PDI inh | -6 | 1 | 4 | -5 | -1 | -3 | 11 | 4 | 5 | 0 | 3 |
| NR2E3 ag-2 | 3 | 0 | 0 | 3 | -8 | 23 | -10 | -15 | -2 | -2 | 4 |
| TRPM1 prom inh | 3 | -3 | -1 | 12 | -2 | 9 | 1 | 0 | -2 | . | 10 |
| Vif inh | -1 | -8 | -3 | 16 | -3 | -17 | -2 | 11 | -2 | . | 14 |

A second format for some results above.
The line under a structure holds: KKLEB cytotox, CaV13 ICDI inh, CF NFkB block, Shn3 3UTR inh, Peg3 promoter, NR2E3 ag-1, HIF-2a inh, PDI inh, NR2E3 ag-2, TRPM1 prom inh, Vif inh
#34 Cc1cc(OCC(=O)NCCc2ccc(S(N)(=O)=O)cc2)c2c(C)cc(=O)oc2c1
 : 4, -7, -12, -12, -9, -2, 6, 1, 0, -3, -8
#35 O=C(NN1CC(C(=O)OCc2ccc(Cl)cc2Cl)CC1=O)c1ccccc1 (configuration not stated)
 : -4, ., -14, -3, 8, ., 17, 4, 0, -1, -3
#36 COCCCNC(=O)CCc1nc(-c2ccccc2)no1
 : 4, ., 2, 0, -6, -1, -15, -5, 3, 12, 16
#37 COc1ccc(CCNC(=O)c2ccc(OC)c(OC)c2)cc1OC
 : -12, -2, -5, 27, 4, 1, 13, -1, -8, -2, -3
#38 CC1CCCN(C(=O)c2cc3c(-c4ccc(Cl)cc4)nn(C)c3s2)C1 (configuration not stated)
 : -7, 6, -13, 22, 6, 0, 9, -3, 23, 9, -17
#39 O=C(Nc1ccnn1C1CCN(C(=O)c2cc(Cl)ccc2F)CC1)C1CCOC1 (configuration not stated)
 : 8, -7, 2, 4, -4, 1, -1, 11, -10, 1, -2
#40 CC(C)CCN1CCN(Cc2cn[nH]c2C2CCCCC2)CC1CCO (configuration not stated)
 : -10, -18, 16, 2, 9, 3, 9, 4, -15, 0, 11
